miR-122 sensor: miR-122 Renilla sensor signal increase in Huh7, primary screen, miR-122 inhibitor project, cell-based, single point, plate reader; AID 602342, 2012; Huh7 miR-122 Renilla luciferase sensor, 48 h; neutral wells = 0, positive control = 100; activation (reporter increase), % at 12.5 µM; actives 0.3% (n = 340,000);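 active = mean replicate activation score at least 90 and every replicate individually at or above 90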;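 also: higher luciferase means less miR-122 activity so hits act as miR-122 inhibitors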
RAD52 inh: RAD52 DNA annealing inhibitors, primary screen, biochemical, FRET, single point, set 2; recombinant RAD52 DNA annealing, FRET fluorescence; inhibition, % at 18.7 µM; actives 0.46% (n = 360,000); AID 651710, 2012;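 active = every replicate showing at least 50% inhibition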
Target sequence (P43351 whole entry, looked up): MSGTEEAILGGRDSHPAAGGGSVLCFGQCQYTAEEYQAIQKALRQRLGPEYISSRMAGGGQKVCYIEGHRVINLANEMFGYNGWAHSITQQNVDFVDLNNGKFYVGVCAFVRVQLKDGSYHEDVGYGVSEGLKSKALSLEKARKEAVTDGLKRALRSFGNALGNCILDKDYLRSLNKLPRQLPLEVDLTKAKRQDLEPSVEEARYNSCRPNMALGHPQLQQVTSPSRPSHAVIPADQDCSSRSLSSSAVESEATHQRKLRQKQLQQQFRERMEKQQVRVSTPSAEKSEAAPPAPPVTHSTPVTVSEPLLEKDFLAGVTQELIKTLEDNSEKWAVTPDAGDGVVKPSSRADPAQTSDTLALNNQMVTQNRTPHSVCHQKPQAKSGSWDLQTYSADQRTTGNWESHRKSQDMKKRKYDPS
ERAP1 HTS inh: human ERAP1 aminopeptidase inhibitors, primary screen, biochemical, single point, plate reader | inhibition, % at 10.7 µM | recombinant ERAP1, Leu-AMC fluorescence, 60 min | actives 0.15% (n = 340,000) | Endoplasmic reticulum aminopeptidase 1 (Homo sapiens), Q9NZ08;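 active = mean replicate inhibition of at least 30%, or all replicates individually reaching that 30% level; inactive = mean below 30% and not every replicate reaching it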;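 also: 0% = neutral control wells and 100% = L-leucinethiol positive control wells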
PGC1a acetyl inh: inhibitors of PGC1a acetylation signal, primary screen, cell-based, U2OS, AlphaScreen, inhibitor mode | AID 651687, 2012 | actives 0.17% (n = 350,000) | inhibition, % at 15.6 µM | AlphaScreen anti-acetyl-lysine; with virally co-expressed GCN5 acetyltransferase;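 active = every replicate shows inhibition of at least 40%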;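 also: 0% = neutral control wells and 100% = positive control wells; some results beyond the cut were filed as inactive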
Cneo AK release: Cryptococcus neoformans cell lysis inducers, primary screen, AK release luminescence, single concentration; C. neoformans lysis, adenylate kinase release luminescence, 4 h; normalised: neutral wells 0, clomiphene wells 100; lysis activity, % at 15 µM; actives 0.2% (n = 360,000); AID 651654, 2012;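 active = mean lysis activity across replicates of at least 80%, whatever share of replicates individually reach that level; inactive = mean lysis activity below 80%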
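Material: C. neoformans cells; Schedule: 4 h static compound exposure, 37 °C, read 1 h post-reagent; Measured by: adenylate kinase release luminescence; Read-out: signal increase indicating cell lysis; Controls: Clomiphene as positive lysis control.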
E-sel inducer: E-selectin induction in HUVECs, primary screen, imaging, HUVEC, immunofluorescence imaging, single point. P16581. normalized: neutral wells 0, TNF-alpha wells 100. activation, % at 7.58 µM. actives 0.37% (n = 260,000);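 active = mean E-selectin-positive cell signal at least 10% of the positive control, reached in at least 60% of replicates, without over 20% cell loss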;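 also: in these data hits start at about 27%; measured in HUVEC primary endothelial cells; signal is the percent of cells scored E-selectin positive by PE staining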
Target sequence (P16581 whole entry, looked up): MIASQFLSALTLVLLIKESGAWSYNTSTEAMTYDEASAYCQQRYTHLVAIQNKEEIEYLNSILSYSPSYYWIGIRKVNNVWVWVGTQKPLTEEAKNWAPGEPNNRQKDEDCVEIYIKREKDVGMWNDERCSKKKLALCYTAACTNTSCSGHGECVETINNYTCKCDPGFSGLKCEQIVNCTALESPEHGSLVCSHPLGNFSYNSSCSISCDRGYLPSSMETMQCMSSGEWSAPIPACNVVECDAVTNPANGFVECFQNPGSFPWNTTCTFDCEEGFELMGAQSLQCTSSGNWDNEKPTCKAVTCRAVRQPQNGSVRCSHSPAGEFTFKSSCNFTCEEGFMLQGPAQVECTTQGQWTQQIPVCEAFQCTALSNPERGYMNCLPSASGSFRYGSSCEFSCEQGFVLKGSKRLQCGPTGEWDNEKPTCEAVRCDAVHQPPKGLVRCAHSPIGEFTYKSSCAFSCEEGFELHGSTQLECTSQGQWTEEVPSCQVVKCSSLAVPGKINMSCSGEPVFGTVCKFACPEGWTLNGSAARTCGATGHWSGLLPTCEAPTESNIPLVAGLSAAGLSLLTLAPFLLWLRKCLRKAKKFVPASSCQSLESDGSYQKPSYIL
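Test system – human umbilical vein endothelial cells (HUVEC), E-selectin induction · Input – 3,000 HUVEC seeded per well · Buffer or medium – EGM-2, gelatin · Compound dosing – single-point compound dose · Detection – immunofluorescence imaging · Measure – percent E-selectin-positive cells · Controls – TNF-alpha high, DMSO low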
RAD54 inh: inhibitors of human RAD54 branch migration, primary screen, biochemical, fluorescence, single point | inhibition, % at 10.4 µM | AID 602329, 2012 | actives 0.14% (n = 360,000) | RAD54 Holliday junction branch migration, FAM/BHQ fluorescence | DNA repair and recombination protein RAD54-like (Homo sapiens), Q92698;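 active = mean normalized replicate activity at least 40 and at least half of replicates scoring 40 or more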;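 also: 0% = median of neutral control wells and 100% = median of positive control wells; inhibitors cause a drop in the FAM fluorescence signal; in these data hits start at about 50%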
PglD DTNB: C. jejuni PglD acetyltransferase inhibitors, primary screen, biochemical, DTNB colorimetric, single point; AID 602405, 2012; purified PglD enzyme, DTNB colorimetric CoA detection; actives 0.098% (n = 360,000); inhibition, % at 12.5 µM; in the data active = inhibition above about 16%, passing the limit was not always enough; also: strong numbers were not always called active
Numbers without * were called inactive; / = not tested or not shown; & = joins results of further samples; [ ] = dose if it differs, or a comment.

SMILES	miR-122 sensor	RAD52 inh	ERAP1 HTS inh	PGC1a acetyl inh	Cneo AK release	E-sel inducer	RAD54 inh	PglD DTNB
COc1cc(NC(=O)COC(=O)CNC(=O)c2ccc(C)s2)cc(OC)c1	7	4	2	-8	/	/	/	/
O=C(O)C1CC(c2ccccc2)=Nc2ccccc2S1 (configuration not stated)	27	-19	/	2	14	0.9	3	6
C[C@@H]1CN([C@@H](C)CO)C(=O)c2cc(NS(=O)(=O)c3ccc(F)cc3)ccc2O[C@@H](C)CCCCO[C@H]1CN(C)CC1CCCCC1	-4[16.7 µM]	29	2	-12	1	0.0	-30	-1
COc1ccc(S(=O)(=O)N(C)C[C@H]2Oc3ncc(C#CC4(O)CCCC4)cc3C(=O)N([C@H](C)CO)C[C@H]2C)cc1	35[16.7 µM]	11	0	1	-2	-0.2	9	6
O=C(N/N=C/c1ccc2c(c1)OCO2)C(=O)Nc1ccccc1Cl	-5	-5	-2	2	-2	1.1	-3	4
C[C@H](CO)N1C[C@H](C)[C@@H](CN(C)C(=O)Nc2ccc(F)cc2)Oc2ncc(C3=CCCCC3)cc2C1=O	23[16.7 µM]	7	0	-22	-1	-0.1	-5	-1
COc1ccc(/C=C2/SC(=S)N(NS(=O)(=O)c3ccccc3)C2=O)cc1	-1	-15	3	0	1	/	-1	1
CC1C(=O)N2CCCc3cc(S(=O)(=O)NCc4ccc(F)cc4)cc1c32 (configuration not stated)	/	-12	0	/	-3	-0.1	-8	-5
c1ccc(C[C@H]2CN=C(Nc3ccccc3)N2CC2CCC2)cc1	5	-7	0	-8	-1	-0.5	11	4
CC(=O)N/C(=C\c1ccccc1)C(=O)OCC(=O)Nc1cc(S(=O)(=O)N(C)C)ccc1C	/	-10	2	/	0	6.2	6	5
Cc1ccc(S(=O)(=O)N2CCCCC2)cc1NC(=O)COc1ccccc1F	3	-8	1	/	1	0.2	2	4
COc1ccc(CCNC(=O)C2CCN(S(=O)(=O)N3CCC(C)CC3)CC2)cc1OC	-1	-9	-2	-6	2	/	5	0
CCCCn1c(N)c(N(CC)C(=O)c2cc(C)cc(C)c2)c(=O)[nH]c1=O	-6	-11	0	-1	-2	/	-1	-5
COc1ccc(S(=O)(=O)Nc2ccc3c(c2)CC(=O)N([C@@H](C)CO)C[C@@H](C)[C@H](CN(C)Cc2ccncc2)O3)cc1	15[16.7 µM]	12	0	-9	1	-25	-1	5
Cc1ccccc1OCCCC(=O)NC1CCCCC1	14	-7	4	-8	1	2.6	-14	-2
COc1ccccc1-c1cnc2c(c1)C(=O)N([C@H](C)CO)C[C@H](C)[C@H](CN(C)Cc1ccncc1)O2	-4[16.7 µM]	2	2	3	1	0.2	-2	0
C[C@H]1CN([C@@H](C)CO)S(=O)(=O)c2ccc(-c3ccc(F)cc3)cc2O[C@@H]1CN(C)Cc1ccccc1C(=O)O	32[16.7 µM]	4	1	9	4	0.1	7	-1
Cc1ccc(NC(=O)c2cc(S(=O)(=O)N3CCCCC3)ccc2N2CCOCC2)cc1	14	-5	3	2	5	0.3	-17	4
O=C(N[C@H]1CC[C@H](CCNS(=O)(=O)c2ccccc2Cl)O[C@@H]1CO)c1ccc(F)cc1	/	-2	0	2	-6	0.3	-6	0
O=S(=O)(NCc1ccccc1Cl)c1ccc(-n2cnnn2)cc1	20	-4	1	/	1	/	-19	1
CC(C)CNCC(=O)N1c2ccccc2Sc2ccccc21	9	/	/	13	0	/	-3	3
O=C(CN(CC1CCCO1)C(=O)CNS(=O)(=O)c1ccc(Cl)cc1)NCC1CCCO1 (configuration not stated)	-2	/	/	0	-2	/	2	1
COc1cc(C2NC(=O)NC(C)=C2C(=O)Nc2cccc(C)c2C)cc(OC)c1OC (configuration not stated)	-7	/	/	-16	-1	/	-3	-2
Cc1cc(C(=O)CSc2nc(N)cc(=O)[nH]2)c(C)n1-c1cccc(F)c1	-1	-8	5	10	0	/	-1	5
Cc1cc(NCCN2CCOCC2)n2nc(C)c(-c3ccccc3)c2n1	-6	/	/	-12	1	/	8	-5

By substructure: those above containing a Cl atom
SMILES	miR-122 sensor	RAD52 inh	ERAP1 HTS inh	PGC1a acetyl inh	Cneo AK release	E-sel inducer	RAD54 inh	PglD DTNB
O=C(N/N=C/c1ccc2c(c1)OCO2)C(=O)Nc1ccccc1Cl	-5	-5	-2	2	-2	1.1	-3	4
O=C(N[C@H]1CC[C@H](CCNS(=O)(=O)c2ccccc2Cl)O[C@@H]1CO)c1ccc(F)cc1	/	-2	0	2	-6	0.3	-6	0
O=S(=O)(NCc1ccccc1Cl)c1ccc(-n2cnnn2)cc1	20	-4	1	/	1	/	-19	1
O=C(CN(CC1CCCO1)C(=O)CNS(=O)(=O)c1ccc(Cl)cc1)NCC1CCCO1 (configuration not stated)	-2	/	/	0	-2	/	2	1

Other structures:
SMILES	miR-122 sensor	RAD52 inh	ERAP1 HTS inh	PGC1a acetyl inh	Cneo AK release	E-sel inducer	RAD54 inh	PglD DTNB
C#CCOCCOCCOCCNc1nc(N2CCN(C(=O)[C@H](CCCCN)n3cc(CN)nn3)CC2)nc(N2CCN(C(=O)[C@H](CO)n3cc([C@@H](N)C(C)C)nn3)CC2)n1	-2	60*	-2	5	2	-0.1	-39	-5
CCNC(=O)[C@H]1[C@H](CO)[C@H]2Cn3c(ccc(-c4ccc(OC)cc4)c3=O)[C@@H]1N2CC1CC1	/	4	/	/	-2	-0.2	1	5
O=C(Nc1ccc(Cl)cc1)C1CCCN1C(=O)NCc1ccccc1 (configuration not stated)	-2	-7	-4	/	1	0.5	2	4
C[C@@H]1CCCCO[C@@H](CN(C)Cc2ccc3c(c2)OCO3)[C@H](C)CN([C@@H](C)CO)C(=O)c2cc(NS(=O)(=O)c3ccc(Cl)cc3)ccc2O1	-9[16.7 µM]	30	-2	6	-13	/	1	8
COc1ccccc1/C=C/C(=O)NCC(=O)N/N=C/c1ccc(C(=O)O)cc1	-5	-6	-1	-2	1	/	7	-3
CC1CCCN(CC(=O)Nc2ccc(S(=O)(=O)NC3CCCCC3)cc2)C1 (configuration not stated)	63	4	1	-8	-3	/	7	3
COc1ccccc1N(C)S(=O)(=O)c1ccc(Cl)c(C(=O)N2CCC(C(N)=O)CC2)c1	-7	-4	-4	-3	4	-1.0	-8	-5
CCCN(C)C[C@H]1Oc2cc(C#C[C@@H](C)O)ccc2S(=O)(=O)N([C@H](C)CO)C[C@H]1C	2[16.7 µM]	-1	1	-2	-2	0.8	3	4
COc1ccc(C2=NCC(CSc3nccc(=O)[nH]3)S2)cc1 (configuration not stated)	1	/	/	-2	0	/	0	1
Cc1ccccc1OCCCCN1CCCCC1	6	-2	-1	3	0	/	7	3
COc1ccc(C#Cc2ccc3c(c2)O[C@H](CN(C)S(=O)(=O)c2ccccc2F)[C@@H](C)CN([C@@H](C)CO)S3(=O)=O)cc1	6[16.7 µM]	-59	-3	10	-7	-0.1	-5	-1
Cn1c(SCc2nc(-c3ccc(Cl)cc3)no2)nnc1-c1ccccc1	-2	-4	-1	1	-2	/	-6	-1
c1ccc(CCNc2ncnc3sccc23)nc1	/	-10	0	5	/	-0.5	/	/
Cc1cc(C)cc(NC(=S)Nc2cccc3cnccc23)c1	8	-21	-1	-4	/	/	/	/
Cn1c(/C(C#N)=C(\O)COc2ccc3ccccc3c2)nc2ccccc21	/	-13	-1	/	-1	/	-9	-6
O=C(C[C@H]1CC[C@@H]2[C@H](COC[C@H](O)CN2Cc2ccc(F)cc2)O1)NCCc1ccccc1	-4[16.7 µM]	8	-1	0	-2	-0.2	-9	2
O=C(Nc1c(Cl)cc(Cl)cc1C(=O)NCCN1CCOCC1)c1ccc(Cl)cc1Cl	13	/	/	/	2	/	2	-1
C[C@@H]1CN([C@@H](C)CO)C(=O)c2cc(Br)cnc2O[C@H]1CN(C)S(=O)(=O)c1ccc(F)cc1	-3[16.7 µM]	6	2	0	57	-0.4	-7	-3
O=C(c1ccco1)N1CCN(S(=O)(=O)c2ccc(S(=O)(=O)NC3CCCC3)cc2)CC1	0	-13	-2	-10	3	/	2	-1
O=C(Cn1nnc(-c2ccccc2NC(=O)c2ccccc2)n1)Nc1ccc2c(c1)OCCO2	-9	/	/	1	5	-2.4	-9	-2
CSc1ccc(/C=N/NC(=O)c2sccc2C)cc1	-5	-4	0	1	0	1.7	-5	10
O=C(C[C@H]1CC[C@H](NC(=O)C2CC2)[C@H](CO)O1)Nc1ccccc1	/	10	1	4	-7	0.4	-2	2
COc1ccccc1CN(C)C[C@@H]1OCc2cnnn2CCCC(=O)N([C@@H](C)CO)C[C@H]1C	-4	-9&4	-3&0	-9&-1	0&-5	0.4&0.0	-11&-8	0&-1
O=S(=O)(Cc1ccccc1)N1CCCCN2[C@H](C1)[C@H](c1ccc(C#Cc3ccccc3)cc1)[C@@H]2CO	18[16.7 µM]	-27	0	-10	0	-0.5	-8	0
O=C(c1ccc2c(c1)OCO2)C1CCCN(Cc2ccc(OC(F)F)cc2)C1 (configuration not stated)	-2	-11	1	1	-2	/	0	1
COC(=O)[C@@H](NS(=O)(=O)c1ccc(F)cc1Br)C(C)C	1	-10	/	-6	0	6.3	22	-2
CCOC(=O)COc1nc(-c2ccc(Cl)cc2)cc(-c2ccco2)c1C#N	-2	-9	/	9	-1	-0.1	-1	-1
O=C(C1CCCCC1)N1C[C@@H](O)[C@H](n2cc(C3CC3)nn2)C[C@@H]1c1ccc(Cl)cc1	2	-14	0	-2	0	/	-1	-4
O=C(CSc1nnc(-c2cccs2)n1C1CC1)NCC1CCCO1 (configuration not stated)	0	-2	0	1	2	-0.6	-1	3

Some entries already given, limited to E-sel inducer and RAD52 inh.
| SMILES | E-sel inducer | RAD52 inh |
| --- | --- | --- |
| Cc1cc(C)cc(NC(=S)Nc2cccc3cnccc23)c1 | / | -21 |
| C[C@H]1CN([C@@H](C)CO)S(=O)(=O)c2ccc(-c3ccc(F)cc3)cc2O[C@@H]1CN(C)Cc1ccccc1C(=O)O | 0.1 | 4 |
